PfGluPho inh = PfG6PD (Plasmodium falciparum) enzyme inhibition; PfGluPho enzyme, NADPH resazurin-diaphorase fluorescence; inhibition, % at 20 µM; 0.78% of 350,000 active;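 active means inhibition reaching at least a set limit at 20 µM in the primary screen, cut at about 59% in these data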;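 further: 0% = DMSO wells with substrate and 100% = DMSO wells lacking glucose-6-phosphate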
GRIN3A LBD mod = modulates the human NR3A ligand-binding domain; NR3A LBD differential scanning fluorimetry, Tm shift; 0% = protein alone, 100% = glycine-bound protein; Tm shift relative to glycine control, % at 25 µM; 2.5% of 340,000 active; AID 1259313;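 active means melting temperature shift of at least 10% of the positive control shift, at one fixed dose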
SENP1 FRET inh = blocks the human SENP1 SUMO protease catalytic domain; Q9P0U3; AID 624204; recombinant SENP1 catalytic domain, CyPet-SUMO1-YPet FRET cleavage; 0.21% of 360,000 active; inhibition, % at 10 µM;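 active means inhibition at least 30% at 10 µM, raw YFP signal under a set limit, fluorescence ratio 0.5 to 1.5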;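 further: 0% = enzyme with DMSO and 100% = no enzyme wells; some results filed as inactive read as strong as hits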
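Test system: recombinant human SENP1 catalytic domain, His6-tagged / Medium: pH 8 Tris buffer with EDTA, NaCl, BME, BSA, NP40, catalase / Also added: SUMO1 FRET substrate flanked by Cypet and Ypet, 25 nM / Times: 50 min reaction at room temperature / Signal: FRET, CFP and YFP emission / Control set: no-enzyme low control and enzyme-plus-DMSO high control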
hIAP act = human IAP activation. P09923. purified human IAP, CDP-Star luminescence, 30 min; active compounds read high; 1 = vehicle-only enzyme, 0 = enzyme-free background. activation factor at 10 µM. 0.16% of 330,000 active;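 active means activation factor of the enzyme at least 2-fold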; further: the source names both 10 and 20 µM as test concentration; values of inactives mirror those of a sister screen read the other way
Target sequence (P09923 whole entry, looked up): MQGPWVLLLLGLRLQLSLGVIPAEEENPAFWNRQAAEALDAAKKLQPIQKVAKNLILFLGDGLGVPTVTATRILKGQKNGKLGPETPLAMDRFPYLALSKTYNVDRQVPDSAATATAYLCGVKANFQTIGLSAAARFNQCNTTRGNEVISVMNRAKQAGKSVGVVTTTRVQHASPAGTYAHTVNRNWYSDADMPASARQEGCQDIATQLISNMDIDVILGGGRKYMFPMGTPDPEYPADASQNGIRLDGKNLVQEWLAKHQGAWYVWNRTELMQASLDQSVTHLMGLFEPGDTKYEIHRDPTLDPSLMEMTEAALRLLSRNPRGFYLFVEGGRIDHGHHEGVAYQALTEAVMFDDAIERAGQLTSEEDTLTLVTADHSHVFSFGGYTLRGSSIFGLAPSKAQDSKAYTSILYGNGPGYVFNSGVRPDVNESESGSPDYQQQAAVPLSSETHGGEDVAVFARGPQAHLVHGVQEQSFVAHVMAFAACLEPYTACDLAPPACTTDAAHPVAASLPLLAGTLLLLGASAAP
MPTP block = blocks calcium-induced mitochondrial swelling; AID 602449; inhibition, % at 10 µM; isolated mouse mitochondria, Ca2+ swelling absorbance, 30 min; 1.4% of 360,000 active;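 active means inhibition of 50% or more, scaled per plate between neutral and stimulator controls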;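 further: 0% = DMSO wells given calcium and 100% = 1 mM EGTA wells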
ATG4B inh = blocks human ATG4B protease cleavage of LC3 substrate | Q9Y4P1 | ATG4B cleavage of LC3-PLA2, NBD-HPC fluorescence, 1 h | inhibition, % at 8.33 µM | 0.51% of 340,000 active | AID 504462; in the data active means inhibition above about 40%
Target sequence (Q9Y4P1 whole entry, looked up): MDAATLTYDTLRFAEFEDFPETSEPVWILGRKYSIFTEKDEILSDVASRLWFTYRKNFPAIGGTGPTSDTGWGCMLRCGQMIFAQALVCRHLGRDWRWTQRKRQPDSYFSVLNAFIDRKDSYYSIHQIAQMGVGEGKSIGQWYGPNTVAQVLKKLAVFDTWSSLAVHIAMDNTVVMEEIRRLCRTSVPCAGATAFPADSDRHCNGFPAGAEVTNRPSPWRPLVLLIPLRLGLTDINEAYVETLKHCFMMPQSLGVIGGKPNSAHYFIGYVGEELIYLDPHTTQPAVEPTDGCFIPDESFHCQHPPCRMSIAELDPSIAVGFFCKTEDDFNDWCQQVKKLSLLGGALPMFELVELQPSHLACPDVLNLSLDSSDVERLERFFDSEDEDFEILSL
SENP6 block = inhibitors of human SENP6 protease. Recombinant SENP6 catalytic domain, aminoluciferin luminescence. inhibition, % at 10 µM. AID 2599. 1.8% of 330,000 active;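 active means inhibition above about 50% at the single tested dose, limit read from the data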;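 further: plate controls were DMSO wells with enzyme for no effect and DMSO wells lacking enzyme for full effect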
SENP8 inh = blocks human SENP8 cleavage of Nedd8 substrate; 0.64% of 360,000 active; inhibition, % at 20 µM; Q96LD8; recombinant SENP8, Nedd8 substrate fluorescence; in the data active means inhibition mostly above about 40%, no sharp cut-off; inactive means mostly below about 27%
* marks the source's active call; other numbers are inactive results.

Results for C/C(=N\NC(=O)c1ccc(Cn2cc(Br)cn2)o1)c1ccc(NC(=O)c2ccoc2C)cc1 ?
PfGluPho inh: 22.1; GRIN3A LBD mod: -0.9; SENP1 FRET inh: -1.9; hIAP act: 1; MPTP block: -0.3; ATG4B inh: -5.7; SENP6 block: 6.5; SENP8 inh: -65.7

What do the screens show for `Nc1n[nH]c(N)c1N=Nc1cccc(F)c1`?
PfGluPho inh: -4.0; GRIN3A LBD mod: -24.7; SENP1 FRET inh: -0.6; hIAP act: 1.04; MPTP block: -0.2; ATG4B inh: 4.2; SENP6 block: 30.1; SENP8 inh: 23.3

What do the screens show for `CCOc1ccc(-n2c(C)nc3cc(C(=O)NCc4ccco4)ccc32)cc1`?
PfGluPho inh: -4.3; GRIN3A LBD mod: -1.9; SENP1 FRET inh: 0.8; hIAP act: 1.09; MPTP block: 1.2; ATG4B inh: 2.9; SENP6 block: -4.3; SENP8 inh: 14.3

What do the screens show for `COc1ccc2c(Cl)c(C(=O)N/N=C/c3cccnc3)sc2c1`?
PfGluPho inh: 10.3; GRIN3A LBD mod: -8.9; SENP1 FRET inh: -2.6; hIAP act: 0.957; MPTP block: 0.3; ATG4B inh: -19.9; SENP6 block: 10.3; SENP8 inh: -50.4

Results for N#CCSc1nnc(-c2c[nH]c3ccccc23)o1 ?
PfGluPho inh: 4.3; GRIN3A LBD mod: -17.1; SENP1 FRET inh: -2.5; hIAP act: 1.1; MPTP block: 0.4; ATG4B inh: -3.5; SENP6 block: -9.1; SENP8 inh: -25.5

What do the screens show for `Cc1ccc(S(=O)(=O)N(C)C)cc1NC(=O)C1CCCN(C(=O)c2ccc(Cl)cc2)C1` (configuration not stated)?
PfGluPho inh: -1.5; GRIN3A LBD mod: -1.2; SENP1 FRET inh: 1.6; hIAP act: 1.2; MPTP block: 0.1; ATG4B inh: 4.4; SENP6 block: -6.8; SENP8 inh: 3.3

Results for Cc1cc(C(=O)OCC(=O)N2c3ccccc3CC2C)c(C)o1 (configuration not stated) ?
PfGluPho inh: 7.2; GRIN3A LBD mod: 0.9; SENP1 FRET inh: -5.4; hIAP act: 1.28; MPTP block: 6.5; ATG4B inh: 5.5; SENP6 block: 5.2; SENP8 inh: 1.6

Results for COc1ccccc1CNC(=O)c1ccncc1 ?
PfGluPho inh: -12.2; GRIN3A LBD mod: -2.4; SENP1 FRET inh: 0.3; hIAP act: 1.21; MPTP block: 2.7; ATG4B inh: 6.7; SENP6 block: 11.9; SENP8 inh: -2.2

Results for CCOc1ccc(C(=O)Nc2ccc(N3CCN(C)CC3)cc2)cc1[N+](=O)[O-] ?
PfGluPho inh: -9.0; GRIN3A LBD mod: -1.4; SENP1 FRET inh: -0.4; hIAP act: 1.06; MPTP block: -0.4; ATG4B inh: 0.0; SENP6 block: -3.7; SENP8 inh: 6.9

Results for Cn1ncc2c(Nc3cccc4ccccc34)ncnc21 ?
PfGluPho inh: 11.6; GRIN3A LBD mod: 1.5; SENP1 FRET inh: -0.3; hIAP act: 0.897; MPTP block: -1.0; ATG4B inh: -7.3; SENP6 block: -4.8; SENP8 inh: 3.0

Results for COc1ccc(Cl)cc1S(=O)(=O)NC1CC(C)(C)NC(C)(C)C1 ?
PfGluPho inh: -14.1; GRIN3A LBD mod: -0.7; SENP1 FRET inh: 1.4; hIAP act: 0.896; MPTP block: -2.5; ATG4B inh: -0.4; SENP6 block: 10.0; SENP8 inh: 17.3

How did Cc1ccc(Nc2ccccc2)nn1 do in these assays?
PfGluPho inh: 8.7; GRIN3A LBD mod: 0.6; SENP1 FRET inh: 0.9; hIAP act: 1.1; MPTP block: 1.8; ATG4B inh: -12.8; SENP6 block: -28.6; SENP8 inh: 7.6

What do the screens show for `CC(OC1=CC(=O)CCC1)C(=O)c1ccccc1` (configuration not stated)?
PfGluPho inh: -8.5; GRIN3A LBD mod: -2.6; SENP1 FRET inh: -2.2; hIAP act: 0.797; MPTP block: -1.6; ATG4B inh: -11.5; SENP6 block: 11.1; SENP8 inh: 0.4

How did COc1ccc(CCN2CC(C(=O)NCc3nc4ccccc4n3C)CCC2=O)cc1 (configuration not stated) do in these assays?
PfGluPho inh: -10.7; GRIN3A LBD mod: -1.0; SENP1 FRET inh: -3.2; hIAP act: 1.36; MPTP block: -0.3; ATG4B inh: 8.7; SENP6 block: -1.7; SENP8 inh: -11.6

Results for CC(C)C(=O)N(Cc1ccc2c(c1)OCO2)Cc1ccccn1 ?
PfGluPho inh: 22.6; GRIN3A LBD mod: 3.8; SENP1 FRET inh: 1.0; hIAP act: 1.09; MPTP block: -1.7; ATG4B inh: -7.8; SENP6 block: 7.1; SENP8 inh: 11.3

Results for COC1=C/C(=C/c2c(N)n3nc(CC(=O)N4CCOCC4)sc3nc2=O)C=CC1=O ?
PfGluPho inh: -4.4; GRIN3A LBD mod: -4.4; SENP1 FRET inh: -83.2; hIAP act: 0.88; MPTP block: -1.4; ATG4B inh: 18.4; SENP6 block: 2.9; SENP8 inh: 1.7

Results for Cc1nc2cc(F)ccc2n1C1CCN(S(=O)(=O)c2ccccc2)CC1 ?
PfGluPho inh: 3.0; GRIN3A LBD mod: 1.2; SENP1 FRET inh: 1.0; hIAP act: 0.935; MPTP block: 2.5; ATG4B inh: -11.3; SENP6 block: 1.4; SENP8 inh: 2.1

Results for COc1ccc(CC(=O)OCC(=O)Nc2ccc(N3CCOCC3)cc2)cc1 ?
PfGluPho inh: 4.8; GRIN3A LBD mod: -2.2; SENP1 FRET inh: 6.2; hIAP act: 1.14; MPTP block: 3.0; ATG4B inh: 4.3; SENP6 block: 3.0; SENP8 inh: 18.9

What do the screens show for `O=C(NCC(=O)N(Cc1cccs1)C(C(=O)NC1CCCC1)c1ccco1)c1cccs1` (configuration not stated)?
PfGluPho inh: -8.6; GRIN3A LBD mod: -1.8; SENP1 FRET inh: 2.3; hIAP act: 1.2; MPTP block: 0.0; ATG4B inh: -6.3; SENP6 block: -11.9; SENP8 inh: 10.6

What do the screens show for `O=C(Nc1ccc(S(=O)(=O)NC2CCCCC2)cc1)c1ccco1`?
PfGluPho inh: -4.5; GRIN3A LBD mod: 6.6; SENP1 FRET inh: 0.6; hIAP act: 0.905; MPTP block: 0.1; ATG4B inh: 6.7; SENP6 block: -33.0; SENP8 inh: 9.1

How did COCCCn1c(-c2ccc(Cl)cc2)n[nH]c1=S do in these assays?
PfGluPho inh: 42.0; GRIN3A LBD mod: 0.4; SENP1 FRET inh: 1.2; hIAP act: 1.01; MPTP block: 0.0; ATG4B inh: 0.4; SENP6 block: 2.0; SENP8 inh: -95.1

Results for CN(C)c1ccc(/C=N\NC(=O)c2cccc3cc[nH]c23)cc1 ?
PfGluPho inh: 18.4; GRIN3A LBD mod: -4.4; SENP1 FRET inh: -30.6; hIAP act: 1.1; MPTP block: 2.3; ATG4B inh: 2.5; SENP6 block: 85.9*; SENP8 inh: -429.9

How did O=C(Nc1ccccc1F)c1cc(-c2ccco2)nc2ccccc12 do in these assays?
PfGluPho inh: 16.9; GRIN3A LBD mod: -2.2; SENP1 FRET inh: -0.8; hIAP act: 1.13; MPTP block: 0.6; ATG4B inh: -1.2; SENP6 block: -32.6; SENP8 inh: -438.6

How did Cc1nc(NCCc2ccc(Cl)cc2)c2nnn(Cc3ccccc3)c2n1 do in these assays?
PfGluPho inh: 3.5; GRIN3A LBD mod: 0.2; SENP1 FRET inh: -0.5; hIAP act: 1.07; MPTP block: 0.4; ATG4B inh: -2.3; SENP6 block: 10.3; SENP8 inh: 0.3

What do the screens show for `CN1CCN(/N=C/c2ccc(N(c3ccccc3)c3ccccc3)cc2)CC1`?
PfGluPho inh: 14.0; GRIN3A LBD mod: -1.2; SENP1 FRET inh: -5.9; hIAP act: 0.991; MPTP block: 81.3*; ATG4B inh: 16.4; SENP6 block: 0.8; SENP8 inh: -335.6

How did Cc1cccc(C2CC(c3ccc(Cl)cc3)Nc3nc(N)nn32)c1 (configuration not stated) do in these assays?
PfGluPho inh: 22.7; GRIN3A LBD mod: -0.2; SENP1 FRET inh: 2.2; hIAP act: 1.14; MPTP block: -2.1; ATG4B inh: 3.4; SENP6 block: 4.5; SENP8 inh: -93.9

How did O=S(=O)(c1cccc(S(=O)(=O)N2CCOCC2)c1)N1CCCCC1 do in these assays?
PfGluPho inh: -7.3; GRIN3A LBD mod: -2.3; SENP1 FRET inh: 2.9; hIAP act: 0.975; MPTP block: 1.6; ATG4B inh: -2.0; SENP6 block: 9.7; SENP8 inh: 24.5

What do the screens show for `CC(C)Cc1ccc(S(=O)(=O)Nc2ccccn2)cc1`?
PfGluPho inh: -29.8; GRIN3A LBD mod: -3.5; SENP1 FRET inh: 0.4; hIAP act: 1.1; MPTP block: 1.8; ATG4B inh: 1.3; SENP6 block: -13.1; SENP8 inh: -200.5

Results for C/C=C(\C)C(=O)Nc1cccc(C2=NOC3(C2)C[C@@H](C(N)=O)N(C(=O)c2ccccc2C(=O)c2ccccc2)C3)c1 (some centres not stated) ?
PfGluPho inh: 26.8; GRIN3A LBD mod: 3.8; SENP1 FRET inh: -3.3; hIAP act: 1.01; MPTP block: -1.1; ATG4B inh: -9.9; SENP6 block: -3.9; SENP8 inh: 12.1

Results for Fc1ccc(C2CCCN2Cc2nc(Cc3ccccc3)no2)cc1 (configuration not stated) ?
PfGluPho inh: 8.2; GRIN3A LBD mod: 0.6; SENP1 FRET inh: 2.9; hIAP act: 0.843; MPTP block: 0.3; ATG4B inh: 6.8; SENP6 block: -1.2; SENP8 inh: 23.1

What do the screens show for `COc1ccc(/C=N/NC(=O)Nc2ccc3nsnc3c2)c(OC)c1`?
PfGluPho inh: -10.0; GRIN3A LBD mod: -2.9; SENP1 FRET inh: 13.4; hIAP act: 0.89; MPTP block: 4.6; ATG4B inh: -8.0; SENP6 block: -3.0; SENP8 inh: -46.1

How did Cc1ccc(OCCC(=O)OCC(=O)Nc2c(C)nn(-c3ccccc3)c2C)cc1 do in these assays?
PfGluPho inh: 0.7; GRIN3A LBD mod: 1.9; SENP1 FRET inh: 2.5; hIAP act: 1.18; MPTP block: -1.4; ATG4B inh: -6.0; SENP6 block: -8.0; SENP8 inh: 22.7

How did COC(=O)c1coc(-c2ccc(OC)cc2)c1C(=O)OC do in these assays?
PfGluPho inh: 4.3; GRIN3A LBD mod: -1.1; SENP1 FRET inh: 1.9; hIAP act: 0.932; MPTP block: -3.1; ATG4B inh: -6.2; SENP6 block: -11.4; SENP8 inh: -94.2

Results for COc1ccc(-c2ncncc2-c2csc(C)n2)c(O)c1OC ?
PfGluPho inh: -22.2; GRIN3A LBD mod: -3.5; SENP1 FRET inh: 0.5; hIAP act: 1.1; MPTP block: 0.0; ATG4B inh: -15.0; SENP6 block: -12.4; SENP8 inh: 26.8

What do the screens show for `CC[C@]12C(=O)N(C)C[C@H]([C@@H]3C(=O)N(Cc4ccccc4)C(=O)[C@@H]31)N2C(=O)c1ccc(Br)cc1`?
PfGluPho inh: -7.8; GRIN3A LBD mod: -0.2; SENP1 FRET inh: -2.0; MPTP block: -0.2; ATG4B inh: -1.0; SENP8 inh: 1.4

Results for N/C(=N\OC(=O)Cc1ccc(Cl)cc1)c1ccccn1 ?
PfGluPho inh: 4.1; GRIN3A LBD mod: -0.9; SENP1 FRET inh: 1.2; hIAP act: 1.16; MPTP block: -3.7; ATG4B inh: 0.4; SENP6 block: 24.7; SENP8 inh: 15.1

What do the screens show for `O=C(C1CCC(=O)N(C2CC2)C1)N1CCN(c2cccc(Cl)c2)CC1` (configuration not stated)?
PfGluPho inh: 7.4; GRIN3A LBD mod: 4.0; SENP1 FRET inh: 1.7; hIAP act: 1.21; MPTP block: -1.5; ATG4B inh: 10.2; SENP6 block: -22.8; SENP8 inh: 6.5

Hits appear at their usual frequency; 6.7% or so of the library scored in one or more.
